DAX1 inh-1: inhibitors of DAX1 repression of SF-1 activated StAR promoter; inhibition, % at 6.8 µM; HEK293T StAR-luciferase reporter, SF-1/DAX-1 repression relief; actives 1.1% (n = 370,000); AID 652010;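 active = inhibition above the mean over all tested compounds plus 3 SD, cut at about 3.6% in these data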;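 note: 0% = DAX-1 cells with DMSO and 100% = cells lacking DAX-1 with DMSO; higher inhibition means more luminescence from relief of DAX-1 repression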
hgDAF12 agonist: activates the H. glycines DAF-12 receptor ligand-binding domain; HEK293 GAL4-hgDAF12 UAS-luciferase reporter, agonist luminescence; normalized to butyrate control; activation, % at 6.8 µM; actives 1.8% (n = 370,000); AID 687014;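 active = activation above a cutoff set at the mean of all screened compounds plus 3 SD, cut at about 10% in these data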;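 note: 0% = DMSO wells and 100% = sodium butyrate wells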
PLC-gamma1 inh: blocks human PLC-gamma1 enzyme activity. purified PLC-gamma1, fluorogenic substrate, fluorescence. inhibition, % at 12.2 µM. actives 0.84% (n = 370,000). AID 720700; in the data active = inhibition above about 9.5%
hcDAF12 agonist: H. contortus DAF-12 activation, primary screen. HEK293 hcDAF-12 lit1-tk-luc reporter, luminescence; 0% DMSO, 100% Δ7-dafachronic acid. activation, % at 6.8 µM. actives 1.4% (n = 370,000). AID 652067;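 active = activation above the mean of all tested compounds plus 3 SD, cut at about 5.5% in these data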;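 note: 100% = response to 3 µM Δ7-dafachronic acid high control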
ADAM17 inh: inhibitors of human ADAM17 | P78536 | recombinant ADAM17, EDANS/DABCYL FRET peptide cleavage | inhibition, % at 6.95 µM | actives 0.83% (n = 370,000);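 active = inhibition above the mean of compounds lying between control limits plus 3 SD, set per campaign, cut at about 8.5% in these data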;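 note: 0% = DMSO-only wells as the low control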
ssDAF12 agonist: activators of S. stercoralis DAF-12 nuclear receptor; HEK293 ssDAF-12/GRIP1 lit1-tk-luc reporter, luminescence; % of 3 µM dafachronic acid response; activation, % at 6.8 µM; actives 1% (n = 370,000);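 active = activation above the mean over all tested compounds plus 3 SD, cut at about 0.9% in these data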;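 note: 0% = DMSO-only wells and 100% = 3 µM delta7-dafachronic acid wells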
GAA850 FXN act: activators of GAA850 frataxin (FXN) promoter; activation, % at 6 µM; actives 0.56% (n = 360,000); AID 540364; HEK293 lucGAA850 FXN promoter luciferase reporter, 24 h; percent of 10 µM SAHA response;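 active = activation above the average of all compounds screened plus 3 SD, cutoff fixed separately per campaign, cut at about 7.5% in these data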;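 note: 0% = DMSO wells and 100% = 10 µM SAHA wells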
DAX1 inh-2: inhibitors of human orphan nuclear receptor DAX1 (NR0B1). HEK293 Gal4-DAX1 luciferase reporter, luminescence. actives 0.99% (n = 340,000). AID 504766. inhibition, % at 6.75 µM;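 active = inhibition above the mean over all tested compounds plus 3 SD, cut at about 4.2% in these data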;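 note: 0% = DAX1-transfected cells with DMSO and 100% = empty-vector control cells with DMSO; inhibition shows as a rise in luminescence from relieved DAX1 repression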
sPLA2-III inh: Inhibits HGIII-sPLA2 liposome hydrolysis, primary screen. Q9NZ20. QFRET BODIPY PC-A2 liposome hydrolysis, fluorescence. inhibition, % at 12.2 µM. actives 0.56% (n = 370,000). AID 743126;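 active = inhibition above mean plus 3 SD of compounds lying within the high and low control bounds, cut at about 19% in these data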;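 note: 0% = median of test compound wells and 100% = no enzyme DMSO wells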
Target sequence (Q9NZ20 whole entry, looked up): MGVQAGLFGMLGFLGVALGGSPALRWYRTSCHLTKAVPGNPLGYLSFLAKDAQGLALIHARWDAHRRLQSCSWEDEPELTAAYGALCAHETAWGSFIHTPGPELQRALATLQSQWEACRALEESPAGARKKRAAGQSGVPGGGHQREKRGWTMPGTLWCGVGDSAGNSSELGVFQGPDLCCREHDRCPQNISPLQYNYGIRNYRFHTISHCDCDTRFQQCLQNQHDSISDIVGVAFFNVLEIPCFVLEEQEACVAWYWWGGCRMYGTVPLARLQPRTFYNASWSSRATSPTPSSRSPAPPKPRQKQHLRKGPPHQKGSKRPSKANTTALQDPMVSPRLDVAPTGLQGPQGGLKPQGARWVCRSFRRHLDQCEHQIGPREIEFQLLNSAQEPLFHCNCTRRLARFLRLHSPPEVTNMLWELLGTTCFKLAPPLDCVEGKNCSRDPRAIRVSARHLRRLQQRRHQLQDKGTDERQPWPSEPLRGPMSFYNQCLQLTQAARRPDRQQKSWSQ
ADAM10 inh: inhibits human ADAM10; recombinant ADAM10, EDANS/DABCYL FRET peptide cleavage, 3 h; inhibition, % at 7 µM; O14672; actives 0.62% (n = 370,000); AID 720582;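 active = inhibition above a per-campaign cutoff equal to the mean of compounds falling between control-based bounds plus 3 SD, cut at about 20% in these data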;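 note: 0% = DMSO wells while the 100% control is not disclosed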
Target sequence (O14672 214-748 limits assumed): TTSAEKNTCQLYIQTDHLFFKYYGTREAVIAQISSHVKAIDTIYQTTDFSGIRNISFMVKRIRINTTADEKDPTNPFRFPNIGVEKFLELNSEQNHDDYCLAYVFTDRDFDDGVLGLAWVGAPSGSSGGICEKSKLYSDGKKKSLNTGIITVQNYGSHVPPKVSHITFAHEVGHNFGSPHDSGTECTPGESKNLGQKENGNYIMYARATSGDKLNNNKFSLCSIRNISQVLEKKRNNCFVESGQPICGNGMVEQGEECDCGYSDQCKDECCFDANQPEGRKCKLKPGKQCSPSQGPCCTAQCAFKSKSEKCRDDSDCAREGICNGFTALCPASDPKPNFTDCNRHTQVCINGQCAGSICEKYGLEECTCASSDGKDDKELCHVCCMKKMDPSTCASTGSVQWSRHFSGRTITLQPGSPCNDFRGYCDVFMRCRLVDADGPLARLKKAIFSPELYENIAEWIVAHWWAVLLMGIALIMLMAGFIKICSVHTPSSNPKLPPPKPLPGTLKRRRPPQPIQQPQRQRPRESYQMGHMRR
PLC-beta3 inh: blocks human PLC-beta3 enzyme activity | Q01970 | Purified PLC-beta3, fluorogenic substrate, fluorescence | inhibition, % at 12.2 µM | actives 0.18% (n = 370,000) | AID 720704; in the data active = inhibition above about 11%;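 note: 0% = median of compound wells on plate and 100% = full blocker control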
Starred values were filed as active, the others as inactive; i = inactive; . = no result given. These rows are one share of the data; count on the stated rates, not on these rows.

SMILES	DAX1 inh-1	hgDAF12 agonist	PLC-gamma1 inh	hcDAF12 agonist	ADAM17 inh	ssDAF12 agonist	GAA850 FXN act	DAX1 inh-2	sPLA2-III inh	ADAM10 inh	PLC-beta3 inh
FC(F)(F)c1cccc(NC2=NCCCS2)c1	0.1	-1.3	2	-1.8	-3	-1.6	3.9	3.0	0	2	-3
O=C1CN=C(c2ccccc2)c2cc(Br)ccc2N1Cc1cc(=O)n2ccccc2n1	-1.0	-4.2	-35	-2.8	-16	-1.8	-1.6	-0.8	1	-48	-43
COC(=O)C1=C(c2cccc(OC)c2OC)C[C@@H]2CC[C@H]1N2C(=O)NCc1ccc(C(F)(F)F)cc1	-0.4	-1.1	1	-1.1	-3	-1.0	-0.8	0.2	-5	-3	4
Cc1c(N=Cc2c(O)n(Cc3ccc(F)cc3)c(=O)[nH]c2=O)c(=O)n(-c2ccccc2)n1C	0.4	2.2	3	0.3	-1	-1.5	-2.2	2.3	9	5	7
O=C(c1cccn2c(=O)c3ccc(Cl)cc3nc12)N1CCC2(CC1)OCCO2	0.8	-1.0	-330	-1.3	-103	-0.7	-2.8	1.3	3	-331	-463
CN(C)CCc1nn[nH]n1	0.7	-1.2	0	-0.3	-5	-1.8	-0.7	-0.4	1	3	-1
Cc1ccc(S(=O)(=O)N[C@@H](CCCCN)C(=O)CCl)cc1	0.0	5.7	-15	0.6	-10	-0.9	2.0	-1.1	9	-16	-19
COc1ccc(C2SCC(=O)Nc3c2c(=O)[nH]n3C2CCCCC2)cc1 (centres undefined)	-1.2	-2.2	-2	-0.7	-6	-1.2	0.4	1.5	-2	-2	2
O=S(=O)(c1ccccc1)N1CCC2CCNC2C1 (centres undefined)	-0.3	1.1	1	-0.1	-1	-0.8	.	.	1	-3	5
C=CCN1C(=O)NC(=O)/C(=C/c2ccc(OC)c(CSc3ccccn3)c2)C1=O	-0.2	0.9	-14	-0.1	-4	-1.8	2.9	1.8	-2	-16	-14
COP(=O)(Cc1ccc(C#N)o1)OC	0.2	-0.5	5	0.0	-3	-0.7	0.3	0.9	-1	3	-4
COc1cc(CN2CC3CC(C2)c2cccc(=O)n2C3)cc(OC)c1OC (centres undefined)	0.0	1.6	2	-1.6	-1	-1.5	-1.1	-0.9	11	-6	-1
N#Cc1ccc2nc(-c3ccc(CN4CCC(n5c(=O)[nH]c6cc(Cl)ccc65)CC4)cc3)c(-c3ccccc3)nc2c1	-2.0	0.2	-17	-2.6	3	-1.6	.	.	-1	0	-10
CC(=O)Nc1ccc(C=C2C(=O)NC(=O)NC2=O)cc1	0.3	4.0	-6	0.1	-5	-0.1	1.0	0.6	-2	-15	-7
CCOP(=O)(OCC)C(NC(=O)c1cccc(C)c1)C(Cl)(Cl)Cl (centres undefined)	0.7	1.2	3	-1.2	-3	-0.8	1.3	-2.9	1	3	8
CCC1(CC)C(=O)NC(=Nc2cccc(C(F)(F)F)c2)NC1=O	0.1	-0.6	0	-0.4	-3	-0.1	0.9	-0.4	-3	1	3
O=C1NC(=O)C(=Cc2ccccc2Oc2ccc(F)cc2)C(=O)N1	0.7	0.0	7	-0.4	5	-0.1	-1.3	0.0	10	3	3
Nc1ccc(N2CCN(Cc3ccccc3Cl)CC2)c(Cl)c1	-0.1	-0.5	-3	-1.7	3	-1.7	-0.3	0.1	12	22*	-6
N#CC1c2ccccc2-n2nncc2CN1S(=O)(=O)c1ccc(Cl)cc1 (centres undefined)	1.7	-0.5	-1	-0.2	-2	0.1	0.4	-0.2	2	-4	-1
CCOc1ccc(C(C)=O)cc1Cc1c(O)[nH]c(=S)[nH]c1=O	-0.1	-0.3	0	2.2	-3	-0.4	0.3	1.1	8	6	-5

Sorted by SMILES length (highest first): some entries from above.
SMILES	DAX1 inh-1	hgDAF12 agonist	PLC-gamma1 inh	hcDAF12 agonist	ADAM17 inh	ssDAF12 agonist	GAA850 FXN act	DAX1 inh-2	sPLA2-III inh	ADAM10 inh	PLC-beta3 inh
COc1cc(CN2CC3CC(C2)c2cccc(=O)n2C3)cc(OC)c1OC (centres undefined)	0.0	1.6	2	-1.6	-1	-1.5	-1.1	-0.9	11	-6	-1
CCOc1ccc(C(C)=O)cc1Cc1c(O)[nH]c(=S)[nH]c1=O	-0.1	-0.3	0	2.2	-3	-0.4	0.3	1.1	8	6	-5
O=S(=O)(c1ccccc1)N1CCC2CCNC2C1 (centres undefined)	-0.3	1.1	1	-0.1	-1	-0.8	.	.	1	-3	5

Remaining list, next part.
SMILES	DAX1 inh-1	hgDAF12 agonist	PLC-gamma1 inh	hcDAF12 agonist	ADAM17 inh	ssDAF12 agonist	GAA850 FXN act	DAX1 inh-2	sPLA2-III inh	ADAM10 inh	PLC-beta3 inh
CNC(=O)Oc1cc2c(cc1C(C)(C)C)CCC2	0.6	-0.4	-4	-1.2	-2	-0.8	-3.3	-0.1	2	-1	1
CCn1c(O)c(N=Nc2cccc(S(=O)(=O)N3CCOCC3)c2)c(=O)n(CC)c1=S	-0.1	-2.2	3	-1.4	-1	-2.5	1.2	0.7	-1	2	-6
C#CCNc1ccncc1S(=O)(=O)NC(=O)NC(C)C	0.3	-0.3	-1	-1.0	-4	-0.9	1.6	1.0	-7	-3	-3
Cc1cc(OCC(=O)N[C@H](C(=O)O)c2ccccc2)c2c3c(c(=O)oc2c1)CCC3	-0.3	-0.4	-172	-1.2	-237	-0.6	-1.6	0.6	-5	i	-219
Cc1ccc(C2NC(=S)NC(c3ccc(C)cc3)C23C(=O)NC(=O)NC3=O)cc1 (centres undefined)	0.2	0.9	3	2.1	0	-1.2	-2.3	4.3*	10	-3	1
CCCOC(=O)c1c(N)n(Cc2cccs2)c2nc3ccccc3nc12	-0.6	-0.3	-166	-0.9	-178	-1.3	-0.8	-0.5	-4	i	-230
COc1ccccc1CN1CCCC(C(=O)c2ccccc2SC)C1 (centres undefined)	-0.8	0.7	1	-0.3	0	-1.8	-3.7	-1.0	-4	6	-11
Cc1ccccc1C(=O)N1CC1C (centres undefined)	0.3	-3.3	6	0.9	2	-1.9	0.1	0.2	-8	2	-3
COc1cccc(-c2nc3ccc(N4CCN(C)CC4)cc3[nH]2)c1	1.5	0.5	i	4.4	i	-0.8	-1.0	-2.1	3	i	i
O=C(CN1CC=C(c2ccccc2)CC1)NC(=O)NCc1ccccc1	0.4	1.5	-6	-1.0	-3	-0.4	-0.8	-0.1	-19	-6	-13
COc1cc(CNCCc2c[nH]c3ccccc23)cc(OC)c1	0.1	0.1	-1	8.5*	1	-1.1	3.7	0.9	-13	-4	-5
CN1C(=O)NC(=O)C(N=Nc2ccc(Cl)cc2)C1=O (centres undefined)	1.4	2.4	-1	1.3	-1	0.0	4.9	-1.6	10	-11	-1
CCOC(=O)C1CCN(/C=C2/C(=O)NC(=O)N(c3ccc(OCC)cc3)C2=O)CC1	1.6	0.2	-1	-3.1	-3	-1.1	-1.3	1.4	-5	-7	0
CC(=O)OCC(=O)[C@H]1CC[C@H]2[C@@H]3CC[C@H]4C[C@H](O)CC[C@]4(C)[C@H]3C(=O)C[C@]12C	-0.3	1.8	1	-1.0	-4	-1.7	1.2	-1.5	-8	-7	4
Cc1ncc(CN2CCCC(C(=O)c3sccc3C)C2)s1 (centres undefined)	0.1	3.3	0	-0.2	-1	-0.6	3.0	-0.3	-8	-3	4
Cc1oc(-c2cccs2)nc1CSCC(=O)N1CCC2(CC1)OCCO2	-0.2	-2.7	-11	-1.9	-33	-0.9	-0.2	-0.7	7	-100	-11
Cn1cc(C(=O)OCC(=O)NC2(C#N)CCCCC2)c2ccccc21	-0.3	0.9	0	-0.7	-3	-1.5	-1.0	-1.1	7	-2	-4
O=C1N[C@H](Cc2ccccc2)C(=O)N2[C@@H]3[C@H](C[C@@H]12)c1ccccc1N3OOSc1ccccc1	0.9	-1.6	0	0.6	0	-1.1	-1.0	-0.7	-16	6	-1
CCC(C)(C)c1ccc(O)cc1	0.6	0.8	-4	0.4	-3	-0.9	-2.7	0.3	3	-5	-1
O=C(Nc1cccc(Cl)c1)N1C[C@H]2C[C@@H](C1)c1cccc(=O)n1C2	-0.5	0.7	1	0.7	2	-1.2	1.3	-0.3	9	-12	3
O=S1(=O)CC2(N3CCOCC3)CCCCC21 (centres undefined)	-0.4	1.4	7	1.8	2	-1.8	1.7	-2.0	2	2	-2
Nc1ncc([N+](=O)[O-])s1	0.1	4.6	1	-2.5	-9	-1.8	-2.1	1.9	10	-18	-2
O=P(OCC(F)(F)C(F)F)(N1CCCCC1)N1CCCCC1	-0.3	0.6	1	-0.9	-1	-1.1	2.0	1.0	2	1	1
COc1cccc2c1cc([N+](=O)[O-])c1c(C(=O)O)cc3c(c12)OCO3	-1.0	0.8	3	-1.4	0	0.2	-0.2	4.2	0	-3	6
Cc1ccc(CN2CCCC(C(=O)c3sccc3C)C2)o1 (centres undefined)	-0.8	-0.2	1	0.1	-1	-2.2	-1.1	-1.3	-1	0	-3
Cc1ccc(/C=C2/C(=O)NC(=O)N(C)C2=O)cc1	0.4	-2.2	-2	-1.4	-4	-1.1	1.8	0.4	9	-7	1
CN1CCN(c2ccc3nccnc3c2)CC1	1.6	0.8	-86	-1.0	-3	-0.5	1.6	0.3	-1	2	-127
Cc1ccc2cccc(OC(=O)N(C)c3ccccc3)c2n1	-0.1	0.0	0	-2.8	-3	-1.4	-1.4	-0.5	1	-4	1
COCCO[C@H]1CCC2C3CC=C4C[C@@H](O)CC[C@]4(C)C3CC[C@@]21C (some centres undefined)	-1.5	-1.9	2	0.4	-1	-0.7	-0.4	0.1	-1	1	-2
CC(=NCc1ccc2c(c1)OCO2)c1c(O)n(-c2ccccc2)c(=O)[nH]c1=O	-0.5	-1.9	2	-1.6	2	-2.1	0.0	-0.4	0	2	-2
C/C(=N\NC(=O)c1ccccc1O)c1c(O)n(C2CCCCC2)c(=O)[nH]c1=O	2.0	3.2	-36	0.2	-20	-0.4	3.7	-0.1	-6	-33	-61
Cc1ccc2nc(-c3ccc(CN4CCC(n5nnc6ccccc65)CC4)cc3)c(-c3ccccc3)nc2c1	-4.3	-3.1	-61	-4.2	-54	-2.2	.	.	-5	-219	-76
Clc1ccc2c(c1)C(c1ccccc1Cl)=NCc1nnc(N3CCN(CCSc4ccccc4)CC3)n1-2	-0.6	-1.1	-2	-2.3	-2	-1.7	2.4	0.1	-9	1	-2
CCCNC(=O)N1[C@H]2CC[C@@H]1C(C(=O)OC)=C(c1cccc(C#N)c1)C2	-0.2	1.4	-1	-2.7	-1	-0.7	-0.3	0.1	6	10	3
